KCNH2 3.1 inh = inhibitors of human KCNH2 3.1 potassium channel isoform; U2OS KCNH2 3.1, thallium flux FluxOr; active compounds read low; activity change, % (tested at about 1.8 µM); hit rate 0.95% among 340,000; AID 720553;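 active = maximum activity change below -70%; inconclusive = maximum activity change from -70% to -50%; inactive = maximum activity change above -50%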;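 also: thallium influx rate constant from kinetic fluorescence after stimulation buffer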
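Measured as rate of thallium-driven FluxOr signal in transduced U2OS cells carrying the 3.1 channel, read kinetically for 2 min upon stimulation; values are rate constants scaled to DMSO control wells.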
KCNH2 WT inh = blocks the wildtype human KCNH2 potassium channel | Q12809 | U2OS, BacMam KCNH2, thallium flux FluxOr; active compounds read low | activity change, % at 1.84 µM | hit rate 0.37% among 340,000 | AID 720551;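 active = maximum activity change below -70%; inconclusive = maximum activity change between -70% and -50%; inactive = maximum activity change above -50%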
Target sequence (Q12809 whole entry, looked up): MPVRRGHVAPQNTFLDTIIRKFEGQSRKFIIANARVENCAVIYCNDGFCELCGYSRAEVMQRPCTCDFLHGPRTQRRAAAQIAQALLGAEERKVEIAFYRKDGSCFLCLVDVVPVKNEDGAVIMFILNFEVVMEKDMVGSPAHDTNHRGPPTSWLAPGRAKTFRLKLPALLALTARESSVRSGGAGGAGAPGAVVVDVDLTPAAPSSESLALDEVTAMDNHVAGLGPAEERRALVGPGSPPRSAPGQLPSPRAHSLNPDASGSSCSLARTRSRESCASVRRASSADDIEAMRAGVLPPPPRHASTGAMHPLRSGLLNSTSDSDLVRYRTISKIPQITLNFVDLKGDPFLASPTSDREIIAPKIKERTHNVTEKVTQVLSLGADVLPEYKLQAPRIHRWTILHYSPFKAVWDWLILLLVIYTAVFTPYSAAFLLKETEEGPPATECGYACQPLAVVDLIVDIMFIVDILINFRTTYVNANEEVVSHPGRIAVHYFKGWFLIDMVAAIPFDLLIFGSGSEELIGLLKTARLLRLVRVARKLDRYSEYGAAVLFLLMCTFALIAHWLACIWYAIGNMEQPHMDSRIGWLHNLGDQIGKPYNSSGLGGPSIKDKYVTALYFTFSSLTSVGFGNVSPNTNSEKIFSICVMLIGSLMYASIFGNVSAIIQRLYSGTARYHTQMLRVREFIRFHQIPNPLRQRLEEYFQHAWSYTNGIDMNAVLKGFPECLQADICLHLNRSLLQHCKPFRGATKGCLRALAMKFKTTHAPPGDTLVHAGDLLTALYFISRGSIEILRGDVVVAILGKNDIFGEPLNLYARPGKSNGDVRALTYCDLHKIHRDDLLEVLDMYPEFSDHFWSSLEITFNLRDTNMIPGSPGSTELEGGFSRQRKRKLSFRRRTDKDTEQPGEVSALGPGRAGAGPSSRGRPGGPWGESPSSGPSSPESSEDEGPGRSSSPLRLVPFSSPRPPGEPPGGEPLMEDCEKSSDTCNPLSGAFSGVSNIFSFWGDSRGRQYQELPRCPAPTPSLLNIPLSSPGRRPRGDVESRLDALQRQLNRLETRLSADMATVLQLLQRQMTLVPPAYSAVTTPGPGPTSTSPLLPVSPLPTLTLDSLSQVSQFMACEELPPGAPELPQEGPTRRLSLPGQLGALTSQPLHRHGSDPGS
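U2OS cells transduced with wild-type KCNH2 virus are loaded with FluxOr dye for 45 min, and thallium flux is measured in kinetic reads before and after stimulation buffer. Rate constants are normalized to DMSO controls.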
The depositor's hits bear a star; ? = inconclusive. % is scaled to controls: 0 for no effect and ±100 for the full control effect. Some of the compounds tested (hit frequency here may not be typical).

[1] C=CCC1(CC=C)CCCN1C(=O)c1ccc2oc(CCCC)nc2c1
[2] COc1ccc(S(=O)(=O)N2CCOCC2)cc1NC(=O)CCCSc1ccccc1
[3] C[C@@H]1CN([C@H](C)CO)C(=O)CCCn2nncc2CO[C@@H]1CN(C)C(=O)Nc1cccc2ccccc12
[4] CCN(CC)C(=O)C1=C(C)N(Cc2ccccc2)C(=O)C(CC(=O)NCCN2CCOCC2)C1 (stereo not given)
[5] COc1ccc(S(=O)(=O)N2CCN(Cc3ccccc3OC)CC2)cc1
[6] O=C(NCC1CCCN1S(=O)(=O)c1cccs1)C(=O)Nc1ccccc1F (stereo not given)

Assay by compound	1	2	3	4	5	6
KCNH2 3.1 inh	5	-12	11	-1	-14	1
KCNH2 WT inh	-10	-9	-77*	8	0	16

[7] O=C(NN=Cc1ccc2c(c1)CCC2)c1ccccc1O
[8] O=C(COC(=O)c1ccc(Cl)c(S(=O)(=O)N2CCCCCC2)c1)NCc1ccccc1
[9] COc1ccc(NC(C)=O)cc1S(=O)(=O)NCc1ccc2c(c1)OCO2
[10] Cc1nn(C)cc1CN(C)C(=O)C1CCC(=O)N(CCc2cccc(F)c2)C1 (stereo not given)
[11] CCN(c1ccccc1)S(=O)(=O)c1ccc(C(=O)N2CCN(c3ccccc3F)CC2)cc1
[12] COc1ccc(-c2cc3nc(-c4ccccc4)cc(N4CCN(C(=O)c5ccoc5)CC4)n3n2)cc1

Assay by compound	7	8	9	10	11	12
KCNH2 3.1 inh	-2	-15	3	3	5	10
KCNH2 WT inh	-5	10	-17	8	13	8

[13] C[C@H]1CN([C@@H](C)CO)C(=O)CCCn2nncc2CO[C@@H]1CN(C)Cc1ccccc1
[14] c1ccc(COc2ncnc3c2ncn3CCCNC2CCN(Cc3ccccc3)CC2)cc1
[15] COc1ccc(NC(=O)N(C)C[C@@H]2Oc3ncc(Br)cc3C(=O)N([C@@H](C)CO)C[C@@H]2C)cc1
[16] CN(Cc1ccccc1)N=Nc1ccccc1
[17] C[C@@H]1CN([C@@H](C)CO)C(=O)CCCn2nncc2CO[C@@H]1CN(C)C(=O)Nc1cccc(Oc2ccccn2)c1
[18] C[C@@H]1CN([C@H](C)CO)C(=O)CCCn2cc(nn2)CO[C@H]1CN(C)C(=O)Nc1ccc(F)cc1

Assay by compound	13	14	15	16	17	18
KCNH2 3.1 inh	3	-31	5	16	-2	2
KCNH2 WT inh	-7	27	2	4	1	1

[19] Cc1ccc2c(c1)CCO[C@]21O[C@H](CCO)C[C@H](O)[C@H]1O
[20] CC1CCCC(NC(=O)CSc2nnc(-c3cccnc3)o2)C1C (stereo not given)
[21] COc1cccc(S(=O)(=O)N(C)C[C@@H]2OCc3cnnn3CCCC(=O)N([C@H](C)CO)C[C@H]2C)c1
[22] CCN(CC)C(=O)C1=C(C)N(CCCOC)C(=O)C(CC(=O)NC2CCCCC2)C1 (stereo not given)
[23] COc1cc2c(cc1OC)C(=O)C(Br)CC2 (stereo not given)
[24] CC(=O)c1ccc(S(=O)(=O)NCCOc2ccccc2)cc1

Assay by compound	19	20	21	22	23	24
KCNH2 3.1 inh	5	5	-10	-1	-8	9
KCNH2 WT inh	-11	10	-22	-2	-5	12

[25] CC1C(=O)N(Cc2cn(CCC3OCCCO3)nn2)CCS(=O)(=O)N1Cc1ccc(-c2ccccc2)cc1 (stereo not given)
[26] CC(=O)Oc1cccc(C2=CC(=O)CC(C)(C)C2=O)c1
[27] CCOC(=O)N(C)C[C@@H]1OCc2cn(nn2)CCCC(=O)N([C@@H](C)CO)C[C@H]1C
[28] O=C(O)c1c(Cl)c(Cl)c(Cl)c(Cl)c1C(=O)OCC1CCCO1 (stereo not given)
[29] O=C(O)c1cc2ccccc2c2c1C(=O)c1ccccc1-2
[30] COc1ccccc1OCc1cc(C(=O)N(C)CCC2CCOCC2)no1

Assay by compound	25	26	27	28	29	30
KCNH2 3.1 inh	4	-2	26	2	-4	-8
KCNH2 WT inh	8	-2	10	-12	10	-9

From entry 14 to 27, copied from above:
[14] c1ccc(COc2ncnc3c2ncn3CCCNC2CCN(Cc3ccccc3)CC2)cc1
[15] COc1ccc(NC(=O)N(C)C[C@@H]2Oc3ncc(Br)cc3C(=O)N([C@@H](C)CO)C[C@@H]2C)cc1
[16] CN(Cc1ccccc1)N=Nc1ccccc1
[17] C[C@@H]1CN([C@@H](C)CO)C(=O)CCCn2nncc2CO[C@@H]1CN(C)C(=O)Nc1cccc(Oc2ccccn2)c1
[18] C[C@@H]1CN([C@H](C)CO)C(=O)CCCn2cc(nn2)CO[C@H]1CN(C)C(=O)Nc1ccc(F)cc1
[19] Cc1ccc2c(c1)CCO[C@]21O[C@H](CCO)C[C@H](O)[C@H]1O
[20] CC1CCCC(NC(=O)CSc2nnc(-c3cccnc3)o2)C1C (stereo not given)
[21] COc1cccc(S(=O)(=O)N(C)C[C@@H]2OCc3cnnn3CCCC(=O)N([C@H](C)CO)C[C@H]2C)c1

Assay by compound	14	15	16	17	18	19	20	21
KCNH2 3.1 inh	-31	5	16	-2	2	5	5	-10
KCNH2 WT inh	27	2	4	1	1	-11	10	-22

[22] CCN(CC)C(=O)C1=C(C)N(CCCOC)C(=O)C(CC(=O)NC2CCCCC2)C1 (stereo not given)
[23] COc1cc2c(cc1OC)C(=O)C(Br)CC2 (stereo not given)
[24] CC(=O)c1ccc(S(=O)(=O)NCCOc2ccccc2)cc1
[25] CC1C(=O)N(Cc2cn(CCC3OCCCO3)nn2)CCS(=O)(=O)N1Cc1ccc(-c2ccccc2)cc1 (stereo not given)
[26] CC(=O)Oc1cccc(C2=CC(=O)CC(C)(C)C2=O)c1
[27] CCOC(=O)N(C)C[C@@H]1OCc2cn(nn2)CCCC(=O)N([C@@H](C)CO)C[C@H]1C

Assay by compound	22	23	24	25	26	27
KCNH2 3.1 inh	-1	-8	9	4	-2	26
KCNH2 WT inh	-2	-5	12	8	-2	10

Following part.
[31] O=C(c1ccc(CS(=O)Cc2ccccc2Cl)o1)N1CCN(c2ccccc2)CC1 (stereo not given)
[32] C=C(C)CN1C(=O)C(C)SC1=NN=C1SCC(=O)N1C (stereo not given)
[33] CCCCN(C(=O)COC(=O)C1(c2ccccc2)CC1)c1c(N)n(CCC)c(=O)[nH]c1=O
[34] CCCCOc1ccc(C(=O)NCC(=O)OCCCOC(=O)CNC(=O)c2ccc(OCCCC)cc2)cc1
[35] COc1ccc(C(CC(=O)c2ccc3c(c2)OCO3)C(=O)O)cc1OC (stereo not given)
[36] COc1ccccc1-c1cc2nc(-c3ccccc3)cc(N3CCN(C(=O)c4ccoc4)CC3)n2n1

Assay by compound	31	32	33	34	35	36
KCNH2 3.1 inh	-5	10	-2	-3	-2	-31
KCNH2 WT inh	7	12	10	1	-10	20

[37] C[C@@H]1CN([C@H](C)CO)S(=O)(=O)c2ccc(Br)cc2O[C@@H]1CN(C)C(=O)NC1CCCC1
[38] CC(=O)Nc1ccc(Cl)cc1C(=O)c1ccc[nH]1
[39] C[C@H]1CN(CCc2ccccc2)C(=O)[C@@H]1CC(=O)Nc1ccc(Br)cc1
[40] CC1C(=O)N(Cc2cn(Cc3ccco3)nn2)CCS(=O)(=O)N1Cc1ccc(-c2cccc(CO)c2)cc1 (stereo not given)
[41] Cc1noc(C)c1C(=O)OCC(=O)NC(=O)c1ccc(C(C)(C)C)cc1
[42] Cc1ccccc1CN(C)C[C@H]1OCc2cnnn2CCCC(=O)N([C@@H](C)CO)C[C@@H]1C

Assay by compound	37	38	39	40	41	42
KCNH2 3.1 inh	2	-2	2	-1	-6	15
KCNH2 WT inh	-10	-2	1	-11	-9	2

[43] c1ccc(CNCc2ccc(CNCc3ccccc3)cc2)cc1
[44] c1ccc(Sc2ccncc2)cc1
[45] CC(C)NC(=O)Nc1ccc2c(c1)C(=O)N([C@H](C)CO)C[C@H](C)[C@@H](CN(C)Cc1ccc(C(F)(F)F)cc1)OCCCC[C@H](C)O2
[46] CC1=C(C(=O)N2CCOCC2)CC(CC(=O)NCCN2CCOCC2)C(=O)N1CCC1=CCCCC1 (stereo not given)
[47] CC1CCCCC1NC(=O)CSc1nnc(-c2ccco2)n1N (stereo not given)
[48] Cc1cccc(CNC(=O)C2CCC(=O)N(CCCc3ccccc3)C2)c1 (stereo not given)

Assay by compound	43	44	45	46	47	48
KCNH2 3.1 inh	1	10	-12	16	-4	20
KCNH2 WT inh	10	-1	11	-5	0	5

[49] COc1ccc(C#Cc2cnc3c(c2)C(=O)N([C@H](C)CO)C[C@@H](C)[C@H](CN(C)C(=O)CN(C)C)O3)cc1
[50] CCN(CC)S(=O)(=O)c1ccc(N2CCCCC2)c(NC(=O)C2CSC3(C)CCC(=O)N23)c1 (stereo not given)
[51] O=c1c2ccccc2sn1-c1cccc(Cl)c1
[52] CCC/C=C/c1ccc(CN2C(C(C)C)C(=O)N(Cc3cn(Cc4ccco4)nn3)CCS2(=O)=O)cc1 (stereo not given)
[53] COc1ccc(-n2c(=O)c(CCC(=O)N3CCN(c4cccc(OC)c4)CC3)nc3ccccc32)cc1
[54] COc1ccccc1S(=O)(=O)N(C)C[C@@H]1OCc2cn(nn2)CCCC(=O)N([C@@H](C)CO)C[C@H]1C

Assay by compound	49	50	51	52	53	54
KCNH2 3.1 inh	15	-10	-7	-30	-8	-5
KCNH2 WT inh	12	-2	2	3	-14	-3

[55] CCN(CC)C(=O)C1=C(C)N(Cc2ccccc2)C(=O)C(CC(=O)NC(c2ccccc2)c2ccccc2)C1 (stereo not given)
[56] C[C@@H]1CN([C@H](C)CO)C(=O)CCCn2nncc2CO[C@H]1CN(C)C(=O)Cc1ccccc1
[57] CCN(CC(=O)Nc1ccccc1C(F)(F)F)C(=O)c1ccc2c(c1)NC(=O)C(C)S2 (stereo not given)
[58] O=C(Nc1ccc2c(c1)[C@H]1C[C@@H](CC(=O)N3CCOCC3)O[C@@H](CO)[C@H]1O2)C1CCOCC1
[59] Cc1cc2nc[nH]c(=O)n2n1
[60] O=C(CSc1ccc2c(c1)OCCO2)Nc1ccccc1

Assay by compound	55	56	57	58	59	60
KCNH2 3.1 inh	1	-5	-10	-7	8	-4
KCNH2 WT inh	1	-4	7	-7	15	-11

[61] COP(=O)(OC)C(=NNS(=O)(=O)c1ccc(C)cc1)c1ccccc1
[62] CCc1cc(-c2nnn(CCC3COCCO3)c2CC)cc(CC)c1-c1cn(CCc2c[nH]c3ccccc23)nn1 (stereo not given)
[63] CCN1C(=O)[C@H]2[C@@H](c3ccc(OC)cc3)N[C@]3(CCCN(Cc4ccc(F)cc4)C3=O)[C@H]2C1=O
[64] CCOCCCNC(=O)Cn1nc(-c2ccc(OC)c(OC)c2)ccc1=O
[65] O=C(CC1CCCC1)NNC(=O)c1ccccc1O
[66] CC1=C(C(=O)OCc2ccccc2)C(c2ccc(C)cc2)NC(=O)N1 (stereo not given)

Assay by compound	61	62	63	64	65	66
KCNH2 3.1 inh	-5	8	-12	1	2	8
KCNH2 WT inh	0	12	-20	-14	6	9

[67] COc1ccc(C(=O)OCC(=O)N(Cc2ccccc2)Cc2ccccc2)c(O)c1
[68] CCCCC1CCC(C(=O)N(CCC(C)C)c2c(N)n(CCCC)c(=O)[nH]c2=O)CC1 (stereo not given)
[69] COc1ccc(C(=O)C(C)OC(=O)C2CC3CCCC(C2)C3=O)cc1 (stereo not given)
[70] C[C@H]1CN([C@@H](C)CO)C(=O)CCCn2cc(nn2)CO[C@@H]1CN(C)C(=O)Nc1ccc(N2CCN(C)CC2)cc1
[71] COc1ccc(Nc2cc(C)nc3ccc(C)cc23)cc1
[72] CC(C)CC1C(=O)N(Cc2cn(Cc3ccco3)nn2)CCS(=O)(=O)N1Cc1ccc(-c2ccc(Cl)c(Cl)c2)cc1 (stereo not given)

Assay by compound	67	68	69	70	71	72
KCNH2 3.1 inh	-6	-8	-2	-19	6	-8
KCNH2 WT inh	4	8	7	19	12	-33

[73] O=C(NCCc1ccc(Cl)cc1)c1cc(S(=O)(=O)N2CCCC2)ccc1F
[74] CCOc1ccc(NC(=O)CSc2nc3ccsc3c(=O)n2CCCCC(=O)O)cc1
[75] Cc1ccc(NC(=O)COC(=O)c2cccc(S(=O)(=O)N3CCCCCC3)c2)cc1
[76] O=C(OCC(=O)N1CCCCCC1)c1cc(S(=O)(=O)N2CCOCC2)ccc1F
[77] C[C@H]1CN([C@@H](C)CO)C(=O)CCCn2nncc2CO[C@@H]1CN(C)Cc1ccc(-c2ccccc2)cc1
[78] CCN(CC)C(=O)Cn1cc(C(=O)C(=O)Nc2ccc3c(c2)OCO3)c2ccccc21

Assay by compound	73	74	75	76	77	78
KCNH2 3.1 inh	-6	-10	-7	7	-11	2
KCNH2 WT inh	5	9	-13	3	11	-1

[79] COc1cc2[nH]c(=O)c(C(=O)NCc3ccc(C)cc3)c(O)c2cc1OC
[80] Cc1ccc(SCc2c(C(=O)N/N=C/c3ccc(C)o3)nnn2-c2nonc2N)cc1
[81] Cc1ccc(OCC(=O)OCC(=O)NC2CCS(=O)(=O)C2)cc1C (stereo not given)
[82] O=C(Nc1oc2ccccc2c(=O)c1-c1ccccc1)c1ccco1
[83] Cc1cc(C)c(NC(=O)C2CCN(S(C)(=O)=O)CC2)c(C)c1

Assay by compound	79	80	81	82	83
KCNH2 3.1 inh	-1	-8	5	2	?
KCNH2 WT inh	9	11	-13	-23	-14
